Bioassay records as filed in PubChem.
mcGAS RapidFire = inhibitors of mouse cGAS; 130,000 tested, 0.18% active; recombinant mouse cGAS, cGAMP by RapidFire MS; inhibition, % at 12.5 µM; Q8C6L5;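 active means inhibition of cGAS enzyme activity at or above 60%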;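 further: enzyme stimulated by 45 bp dsDNA with ATP and GTP substrates; cGAMP share of summed cGAMP plus half ATP and half GTP signals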
Target sequence (Q8C6L5 whole entry, looked up): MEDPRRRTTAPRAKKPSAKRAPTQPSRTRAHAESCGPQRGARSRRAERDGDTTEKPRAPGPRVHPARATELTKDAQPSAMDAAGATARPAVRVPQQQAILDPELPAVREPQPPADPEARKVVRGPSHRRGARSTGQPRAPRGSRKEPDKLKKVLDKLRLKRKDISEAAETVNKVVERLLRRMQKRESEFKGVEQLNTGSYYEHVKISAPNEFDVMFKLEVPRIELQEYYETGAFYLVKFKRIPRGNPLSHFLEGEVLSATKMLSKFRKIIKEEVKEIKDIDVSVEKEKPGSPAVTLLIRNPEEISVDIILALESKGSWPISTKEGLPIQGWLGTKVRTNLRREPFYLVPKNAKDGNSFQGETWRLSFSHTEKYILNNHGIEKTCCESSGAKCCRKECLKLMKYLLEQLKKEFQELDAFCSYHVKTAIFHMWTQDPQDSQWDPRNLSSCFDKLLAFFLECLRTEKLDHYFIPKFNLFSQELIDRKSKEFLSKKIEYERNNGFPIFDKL
The depositor's hits bear a star; & = joins results of further samples. This is a subset; the hit share may differ from the screen's.

SMILES	mcGAS RapidFire
O=C(NCCN1CCOC(c2ccccc2)C1)C(=O)Nc1ccon1 (stereo not given)	-4
Cc1cc2nc(C3CC3)cc(C(F)F)n2n1	-7
Cc1cccnc1NC(=O)c1ccc(=O)n(Cc2cccc(C(F)(F)F)c2)c1	-6
c1ccc2c3c(c(CN4CCCC4)cc2c1)COC3	-3
CSc1nc2c(c(=O)[nH]1)C(c1ccc3c(c1)OCO3)C1C(=O)CCCC1=N2 (stereo not given)	9
O=[N+]([O-])c1ccc(N=Nc2c(O)[nH]c3ccc(Br)cc23)cc1	-11
COC(=O)c1sc(N)c(C(=O)OC)c1CSc1n[nH]c(N)n1	-4
Cn1c(SCC(=O)Nc2cccc(I)c2)n[nH]c1=O	-25
Cc1ccc2nc(C)c(NC(=O)Cc3ccc(Cl)cc3)c(=O)n2c1	0
CCOc1ccc(-c2cc(=O)n(CC(=O)NC3CC3)cn2)cc1	-9
CCOC(=O)N1CCC(NC(=O)c2cc(=O)c(OCc3cccc(OC)c3)cn2C)CC1	-3
COC(=O)C1CCCc2c1ccn2Cc1cc(C)on1 (stereo not given)	-4
CC(C)Cc1cc(C(=O)NCC(C)Oc2cccnc2)n(C)n1 (stereo not given)	-28
Cc1cc(=O)[nH]c(NN=C2c3ccccc3-c3ccccc32)n1	-16
CSc1nc2c(c(=O)n1-c1cc(C)cc(C)c1)SC(C)C2 (stereo not given)	-4
CCc1nnc(NC(=O)CCn2c(=O)n(CC)c3ccccc32)s1	1
O=[N+]([O-])c1ccc2c(c1)[nH]c(=S)n2-c1ccc(F)cc1	-8
O=C(NCCn1nc(-c2ccco2)ccc1=O)C1(c2cccs2)CCCC1	0
COc1cccc(N(C)C(=O)/C=C/c2ccc(F)cc2)n1	-4
O=C(NOC1CCCCO1)c1ccccc1Oc1cccc(Br)c1 (stereo not given)	-4

Next part; the last four above are carried over.
SMILES	mcGAS RapidFire
O=[N+]([O-])c1ccc2c(c1)[nH]c(=S)n2-c1ccc(F)cc1	-8
O=C(NCCn1nc(-c2ccco2)ccc1=O)C1(c2cccs2)CCCC1	0
COc1cccc(N(C)C(=O)/C=C/c2ccc(F)cc2)n1	-4
O=C(NOC1CCCCO1)c1ccccc1Oc1cccc(Br)c1 (stereo not given)	-4
O=C(NCc1ccccn1)Nc1ccn(CC(F)F)n1	-8
Cc1ccc(F)c(S(=O)(=O)NC(=O)C2(C)CCN2C(=O)c2ccccc2CCc2ccccc2)c1 (stereo not given)	-16
CS(=O)(=O)c1c(F)cc(NC(=O)c2ccccc2Cl)cc1F	3
CN(CC(=O)NCc1cc(F)cc(F)c1)c1ccc(Cl)nn1	1
Cc1ccccc1CC1(CO)CCCN(C(=O)CCN2CCCCO2)C1 (stereo not given)	-6
Cn1cnnc1C1CCCN(C(=O)C2CC(=O)N(CCc3ccccc3)C2)C1 (stereo not given)	-2
CC(C)c1nccn1C(C)C(=O)NCCS(=O)(=O)N1CCCC1 (stereo not given)	-24
Cc1ccc(F)c(NC2CCCN(C(=O)CC(C)(C)C)C2)c1 (stereo not given)	-1
CC(=O)c1cccc(OCC(O)CN2CCC(c3ccccc3)C2)c1 (stereo not given)	-9
N#CCCS(=O)(=O)c1nnnn1-c1ccccc1	57
Cc1ccc(Nc2nc(N)nc(CSc3nccn3C)n2)c(C)c1	-5
CCc1nc(CN(C)Cc2cc(-c3ccncc3)no2)c(C)[nH]1	-17
CCN(CCN1CCCCC1)C(=O)C1CCCN1C(N)=O (stereo not given)	2
CCN(CC)c1ccc(-c2n[nH]c(=S)o2)cc1	4
Cc1cc(NCCn2ccnn2)nc(N(C)C)n1	-6
CCn1nnc2c(SCC(=O)NCCOC)ncnc21	3
COc1ccc(OC)c(NC(=O)C2(C)CCN2CCOc2ccccc2)c1 (stereo not given)	-9
C/C(=N/OCC(=O)NCCCCNC(=O)CO/N=C(/C)c1ccc(C)cc1)c1ccc(C)cc1	-12
c1coc(-c2nc3sc4c(NCCN5CCOCC5)ncnc4c3c3c2CCCC3)c1	-22
CSc1ccccc1-c1nnc(NC(=O)c2ccc(C#N)cc2)o1	-8
COc1ccc(Cl)cc1NS(=O)(=O)c1cc(C)ccc1OC	3
O=C1C2C3C=CC(C2C(=O)N1CCCO)C1C2C(=O)N(CCCO)C(=O)C2C31 (stereo not given)	-4
Cc1c(C(C)NC(=O)c2ccccn2)cnn1-c1cccc2ccccc12 (stereo not given)	-4
CCCC(C(=O)NNc1nccc(OC)n1)N1CCN(C(=O)OC(C)(C)C)CC1 (stereo not given)	-5
COc1cc(CNC(=O)C(C)NC(=O)c2ccccc2Cl)ccn1 (stereo not given)	-8
c1ccc(Nc2ccc(OCc3nn[nH]n3)cc2)cc1	-10
CCCCOc1ccccc1C(=O)N1CCCC2(CN(C)C(=O)O2)C1 (stereo not given)	-20
CN(C)CC1(O)CCN(C(=O)C2CCN(C(=O)c3ccncc3)CC2)C1 (stereo not given)	-17
COc1c[nH]c(C(=O)N2CCC(=O)N(CC3CC3)C(C(C)C)C2)cc1=O (stereo not given)	-7
Cc1ccc(NC(=O)CSc2c(C)[nH]c3ccccc23)c(C)c1	-7
COc1ccc(CN(C)C(=O)C2CC2c2ccccc2F)cc1O (stereo not given)	-11
CCOC(=O)N1CCN(C2CCCN(C(=O)c3ccc4nccnc4c3)C2)CC1 (stereo not given)	-5
CC(Cc1cnccn1)NC(=O)c1cccc(CC2CCNCC2)c1 (stereo not given)	-25
CN1CC(=O)N(CC(=O)NC(=O)NC2CCCCC2)C1=O	-1
O=C(CNC(c1ccc(F)cc1)c1cccs1)Nc1ccccc1F (stereo not given)	1
O=C(Cn1cnc(-c2ccc(F)cc2)cc1=O)NCCC(c1ccccc1)c1ccccc1	-5
CCC(CC)NC(C)c1nncn1C (stereo not given)	-10
CSc1ncccc1C(=O)NC(c1cccc(F)c1)c1nccn1C (stereo not given)	0
C=CCN(CC(=O)Nc1ccc(Cl)cc1F)Cc1ccccn1	7
CCc1c(C(=O)Nc2c(C)cc(C)cc2C)cnn1-c1ccccn1	-7
CC(=O)OC/C=C(\C)CC/C=C(\C)CC/C=C(\C)CC/C=C(\C)CC/C=C(\C)CC/C=C(\C)CC/C=C(\C)CC/C=C(\C)CCC=C(C)C	-6
CCOc1cccc(OCCCOc2ccc([N+](=O)[O-])cc2)c1	-3
C=c1occc1=C1NN=C2SCC(c3ccc(-c4ccccc4)cc3)=NN21	-5
CCc1cc(CN(C)C(=O)[C@@H]2C[C@@H](NC(=O)c3cccc(C#N)c3)CN2)on1	10
CN(Cc1ccc(Br)cc1)C(=O)Nc1ccc(F)c(F)c1F	-30
COc1ccc(C(=O)N2CCN(C(=O)CCCc3ccccc3)CC2)c(OC)c1	-4
CCOc1ccc2cc(C(=O)N3CCCN(CC4CCCCC4)CC3)[nH]c2c1	-13
O=P1(NCc2ccncc2)C=C(c2ccccc2)OC(c2ccccc2)=C1	55
CCOC(=O)c1ccc(NCc2ccc3n2CCC3=O)cc1	12
COC(C)c1nc(C)c(C(=O)Nc2n[nH]c(C(C)C)n2)s1 (stereo not given)	-4
CCn1cnc(NC(=O)NC2CCOC(C)(C)C2)n1 (stereo not given)	-34
CC(O)CN1CCN(CC(=O)N(C2=CCCCC2)C2CC2)CC1C (stereo not given)	-2
CCOC(=O)CCNC(=O)N1CCn2cccc2C1c1ccc(Cl)cc1 (stereo not given)	-11
CC1=NN(C(C#N)c2ccco2)C(C)(C)C1 (stereo not given)	-6
C=CCN(C(=O)C/C=C/c1ccc(F)cc1)c1ccccc1	-2
COC(=O)c1cc(OC)nc2c1c(=O)n(C)c(=O)n2C	-4
CCCCn1c(=O)[nH]c(=O)c2c1nc(CNCCOC)n2CCC	-10
O=C(Nc1sc2c(c1C(=O)NC1CCS(=O)(=O)C1)CCCC2)c1ccco1 (stereo not given)	-10
Cc1ccc(-c2nnc(NCCCN(C)C)c3ccccc23)cc1	4
Cc1ccc(S(=O)(=O)n2cc(-c3ccc(F)c(C)c3)c(N)n2)cc1	-7
The results go on:
SMILES	mcGAS RapidFire
CS(=O)(=O)Cc1cc(F)ccc1NC(=O)c1cscn1	-10
CCN(c1ccc(F)cc1)S(=O)(=O)c1ccc(NC(C)=O)cc1	-5
COCCNC(=O)c1sc(=O)n(Cc2ccccc2OC)c1C	-5
CC(Sc1nnc2n(C)c(=O)c3ccccc3n12)c1ccc(F)cc1 (stereo not given)	-2
CC(C)OC(=O)CCNC(=O)NCCc1ccc(Cl)cc1	-6
CCN(CC)Cc1cnc2c(C(=O)Nc3ccc(OC)cc3C)cnn2c1	-26&5
O=S(=O)(Cc1ccc(Cl)cc1Cl)c1nc2ncccc2[nH]1	-2
CC(C)CNC(=O)C(=O)N1CCCn2nc(C(=O)Nc3ccccc3)cc2C1	11
Cc1n[nH]c(C)c1CCN(C)C(=O)CC(c1ccccc1)c1ccccc1F (stereo not given)	-2
Cc1cc(O)c(C(c2ccncc2)N2CCN(c3ccc(F)cc3)CC2)c(=O)n1Cc1ccccc1 (stereo not given)	-6
CCSc1nnc(NC(=O)CSc2nnc(CNC(=O)c3ccco3)n2-c2ccc(Cl)c(Cl)c2)s1	-3
CCC(=O)N(CC)c1cc(C)ccc1O	-7
CCOC(=O)c1[nH]c(C)c(C(=O)O)c1C	-4
Cc1nn(C)c(C)c1CN(C(=O)c1cc(COc2cncc(Cl)c2)on1)C1CC1	-7
CCNC(=O)N1CCN(C(=O)c2ccc(Cl)c(Cl)c2)CC1	-12
Cc1cccc(N2CCN(C(=O)c3cc(=O)c(OCc4ccccc4)c[nH]3)CC2)c1	-1
CCS(=O)(=O)N1CCCCC1CNC(=O)c1ccccc1 (stereo not given)	-1
O=C(COC(=O)C1(c2ccccc2)CCCC1)NC(=O)Nc1ccccc1F	-9
Cc1ccc2c(c1)c(CNC(=O)c1ccccc1C1CCNC1)nn2C (stereo not given)	-19
Cc1cccc(C2=NOCC(=O)N2Cc2ccc(F)cc2)c1	-3

By substructure: the entries above containing a tert-butyl group (2)
SMILES	mcGAS RapidFire
Cc1ccc(F)c(NC2CCCN(C(=O)CC(C)(C)C)C2)c1 (stereo not given)	-1
CCCC(C(=O)NNc1nccc(OC)n1)N1CCN(C(=O)OC(C)(C)C)CC1 (stereo not given)	-5

An excerpt from above in order of the mcGAS RapidFire value, highest first.
SMILES	mcGAS RapidFire
CCS(=O)(=O)N1CCCCC1CNC(=O)c1ccccc1 (stereo not given)	-1
CCSc1nnc(NC(=O)CSc2nnc(CNC(=O)c3ccco3)n2-c2ccc(Cl)c(Cl)c2)s1	-3
CCN(c1ccc(F)cc1)S(=O)(=O)c1ccc(NC(C)=O)cc1	-5
CC(C)OC(=O)CCNC(=O)NCCc1ccc(Cl)cc1	-6
Cc1nn(C)c(C)c1CN(C(=O)c1cc(COc2cncc(Cl)c2)on1)C1CC1	-7

More compounds
SMILES	mcGAS RapidFire
Cc1nc(COC(=O)C(Oc2ccc(F)cc2F)C(C)C)no1 (stereo not given)	-5
O=C(NCc1cccnc1Oc1ccc(F)c(F)c1)[C@@H]1Cc2ccccc2N1	-25
O=S(=O)(Nc1ccc2ccccc2c1)c1ccc(S(=O)(=O)N2CCCC2)cc1	-9
CN(C)CCNc1nc2ccc(Br)cc2s1	-23
CN(C=CC=[N+](C)c1ccccc1)c1ccccc1	-10
O=C(CC1c2ccccc2CCc2ccccc21)NCCN1CCOC1=O	-10
Cc1cccc2[nH]c(CN(C)CC3(O)CCCN(CC4CCC4)C3=O)nc12 (stereo not given)	-8
O=C(CCn1cncn1)Nc1ncc(Cc2c(Cl)cccc2Cl)s1	2
CC(C)c1nc(CN2CC[C@@H](c3ccc4c(c3)OCO4)[C@H](O)C2)co1	-1
NC(=O)NC1(C(F)(F)F)Oc2ccccc2O1	-19
CCN=c1scc(-c2ccc(F)cc2)n1N=Cc1ccc(F)cc1F	-12
Cc1ccccc1-n1c(C)nn(CN2CCN(c3ccccc3)CC2)c1=S	1
Cc1noc(C(C)NC(=O)c2ccccc2-c2ccc(C(F)(F)F)cc2)n1 (stereo not given)	3
COc1ccc(OCc2cc(C(=O)N(C)C(C)c3nccs3)n[nH]2)c(Cl)c1 (stereo not given)	-2
COc1ccc(CCNc2ncnc3[nH]ncc23)cc1OC	-4
CC(C)n1cc(C#N)c(NC(=O)c2ccncc2Cl)n1	-13
Cc1cccc(N=C2NC(=O)c3cccc([N+](=O)[O-])c32)c1	-11
OCCNc1ncnc2c1oc1ccccc12	1
CN1CCN(Cc2ccc3cccc(O)c3n2)CC1C(=O)O (stereo not given)	-20
COc1ccccc1OCC1CN(C(=O)C2(c3ccccc3)CC2)CCO1 (stereo not given)	-5
Cc1ccc(CNC(=S)NCCCn2nccc2C)cc1	0
CCOc1cc(C2C(=C(O)c3ccc(OC(C)C)cc3)C(=O)C(=O)N2Cc2cccnc2)ccc1O (stereo not given)	8
COCCN(C)C(=O)CC1(C)N=C(c2ccc(C(C)C)cc2)N(C)O1 (stereo not given)	-8
O=S(=O)(Nc1cccnc1)c1cc(Br)ccc1Br	3
CC1(C(=O)NS(=O)(=O)c2ccc3c(c2)CCO3)CCN1C(=O)CC1CCCC1 (stereo not given)	2
Cc1cc(C)n(C2CCN(c3nc(CCN)nc4ccccc34)C2)n1 (stereo not given)	2
Fc1ccccc1-c1cnnc(N2CCN(C3CCc4ccccc4C3)CC2)n1 (stereo not given)	-5

A section from further up:
SMILES	mcGAS RapidFire
Cc1ccc2nc(C)c(NC(=O)Cc3ccc(Cl)cc3)c(=O)n2c1	0
CCOc1ccc(-c2cc(=O)n(CC(=O)NC3CC3)cn2)cc1	-9
CCOC(=O)N1CCC(NC(=O)c2cc(=O)c(OCc3cccc(OC)c3)cn2C)CC1	-3
COC(=O)C1CCCc2c1ccn2Cc1cc(C)on1 (stereo not given)	-4
CC(C)Cc1cc(C(=O)NCC(C)Oc2cccnc2)n(C)n1 (stereo not given)	-28
Cc1cc(=O)[nH]c(NN=C2c3ccccc3-c3ccccc32)n1	-16
CSc1nc2c(c(=O)n1-c1cc(C)cc(C)c1)SC(C)C2 (stereo not given)	-4
